MgcRacGAP inhibition: MgcRacGAP GTPase-activating activity inhibitors, confirmation, biochemical, ADP Hunter fluorescence; hit rate 0.6% among 340,000; MgcRacGAP-stimulated Rac1 GTP hydrolysis, ADP Hunter fluorescence; higher % means a stronger effect; GST-tagged Rac1 F28L mutant substrate; AID 624330, 2012; Rac GTPase-activating protein 1 (Homo sapiens); one-dose inhibition, % at 30 µM; IC50 in µM for titrated hits;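 active = first-screen hits whose inhibition reached a set limit at any dose in the follow-up dose series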;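 also: fluorescence reports GDP produced by GAP-driven GTP hydrolysis; strong numbers were not always called active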
An asterisk follows results filed as active.

Molecule,MgcRacGAP inhibition
CSc1cc(SC)ncn1,1.8%
NC(=O)c1[nH]cnc1N=NN(CCO)Cc1ccccc1,7.6%
COc1ccc(S(=O)(=O)N2CCCCCC2)cc1NC(=O)CCc1cc(OC)c(OC)c(OC)c1,6.6%
O=C(O)c1ccc(C=NNC(=O)c2cccc3ccccc23)cc1,5.0%
Cc1cccc(NC(=S)N2CCC(C(=O)c3ccc(F)cc3)CC2)c1,11.2%
O=C(O)c1cccc2c1C(=O)c1cc(Br)ccc1S2(=O)=O,-5.9%
COc1ccc(CNC(=O)COC(=O)C(CCSC)N2C(=O)c3ccccc3C2=O)cc1 (centres undefined),3.4%
N#CCCn1cc(C(=O)CN2C(=O)NC3(CCCCCC3)C2=O)c2ccccc21,-3.7%
CCc1ccccc1C1=CC(=O)C[C@H](c2ccc(OC)cc2)C1,6.6%
COc1ccccc1C(=O)NCCN1CCCC1,15.8%
O=C(CCc1ccc(S(=O)(=O)N2CCOCC2)cc1)Nc1ccc(F)c(F)c1F,1.3%
COc1ccccc1S(=O)(=O)N(C)C[C@@H]1OCc2cnnn2CCCC(=O)N([C@@H](C)CO)C[C@@H]1C,4.5%
Cc1cc(C(=O)NN=Cc2c(C)[nH]c3ccccc23)c(C)o1,4.2%
CC(C)CN(C(=O)COC(=O)CSc1ccc(Br)cc1)C1CCS(=O)(=O)C1 (centres undefined),4.8%
COc1ccc(NC(=S)NC(=NS(=O)(=O)c2ccc(Cl)cc2)c2ccccc2)cc1,5.1%
COc1ccccc1N1CCN(S(=O)(=O)CCNC(=O)c2cccs2)CC1,7.2%
COc1ccc(CNC(=O)COC(=O)c2c(NC(C)=O)sc(C)c2C)cc1OC,14.0%
c1csc(CCCN2CCCCC2)c1,3.0%
CN(CCOc1ccc(Cl)cc1)C(=O)c1cccc(S(=O)(=O)N2CCN(c3ccccc3)CC2)c1,6.2%
CC1(C)CC(=O)C=C(c2cccc(O)c2)C1,6.9%
CC(C)N(C(=O)Cn1cc(S(=O)(=O)CC(=O)NCCc2ccccc2)c2ccccc21)C(C)C,14.5%
Cc1cc(C)c2c(=O)n3c(nc2c1)C(CC(C)C)NC(=O)c1cc2ccccc2cc1-3 (centres undefined),1.4%
Cc1ccc(NS(=O)(=O)c2ccc(C(C)C)cc2)cc1S(=O)(=O)N1CCOCC1,1.7%
COc1cc(-c2nnc(-c3cc(-c4ccccc4)nc4ccccc34)o2)cc(OC)c1OC,7.8%
O=C(N[C@@H](CCC/[N+]([O-])=C/c1ccccc1)C(=O)O)OCc1ccccc1,6.8%
Cc1ccc(NC(=O)c2ccc(=O)[nH]c2)cc1S(=O)(=O)N1CCCCCC1,8.4%
Cc1ccccc1-c1cc(C(=O)NCC2CC2)nn1CC1CC(c2cccc([N+](=O)[O-])c2)=NO1 (centres undefined),8.1%
O=C(COc1ccc(F)cc1Cl)Nc1cccc(S(=O)(=O)N2CCCCCC2)c1,2.5%
Cn1c(N)c(C(=O)CSc2nc(C3CC3)n(-c3ccccc3)n2)c(=O)n(C)c1=O,5.9%
CCCC(=O)c1ccc(OCc2cn(CC(=O)c3ccc(O)cc3)nn2)cc1,-8.6%
C[C@H](CO)N1C[C@H](C)[C@@H](CN(C)S(=O)(=O)c2cn(C)cn2)OCc2cnnn2CCCC1=O,4.6%
C#CCOCCOCCOCCNc1nc(N2CCN(C(=O)Cn3cc(CCO)nn3)CC2)nc(N2CCN(C(=O)[C@H]([C@@H](C)CC)n3cc(CCCN=C(N)N)nn3)CC2)n1,-0.2%
CC(C)C[C@@H](CO)NS(=O)(=O)c1cc(Cl)ccc1F,7.1%
CN(C)c1cccc(C(=O)NNC(=O)/C=C/c2cccs2)c1,5.7%
O=C(NCC(c1ccccc1Cl)N1CCCC1)C1CCN(C(=O)Nc2ccccc2)CC1 (centres undefined),5.2%
COCCn1c(SCC(=O)NC(=O)NC2CCCCC2)nc2ccccc2c1=O,8.6%
O=[N+]([O-])c1ccccc1C=NN1CCCCCC1,-3.1%
CCN(CC(=O)Nc1ccc(NC(C)=O)cc1)C(=O)c1ccc(C(=O)c2ccccc2)cc1,3.6%
Cc1noc(C)c1S(=O)(=O)Nc1ccc2c(c1)CC(=O)N([C@H](C)CO)C[C@H](C)[C@H](CN(C)S(=O)(=O)c1ccc(F)cc1)O2,6.6%
CCN(CC(=O)Nc1ccc(NC(C)=O)cc1)S(=O)(=O)/C=C/c1ccccc1,3.0%
CCOc1cc(N2CCOCC2)c(OCC)cc1NC(=O)CN1C(=O)NC(C)(c2ccc(OC)cc2)C1=O (centres undefined),-2.4%
COc1ccc([C@H]2CC(=O)C=C(c3ccccc3Oc3ccccc3)C2)cc1,11.6%
Cc1cc(C)n2c(SCC(=O)Nc3cccc(S(N)(=O)=O)c3)nnc2n1,6.0%
Cc1ccc(N2CC(C(=O)OCC(=O)Nc3ccc(Cl)cc3)CC2=O)cc1 (centres undefined),1.1%
CCc1sc(C(=O)NNC(=O)CNC(=O)c2ccccc2F)cc1C,0.6%
COc1cccc(/C=C/C(=O)c2ccc3c(c2)OCO3)c1OC,2.5%
CC(C)CN1Cc2ccccc2Oc2cc(Br)ccc2S1(=O)=O,10.5%
O=C(CN(Cc1ccco1)Cc1cccs1)N1CCN(S(=O)(=O)c2cccc(F)c2)CC1,10.3%
CCOc1cc(C#N)ccc1OCC(=O)N1CCN(C(=O)c2cccs2)CC1,1.1%
Cc1ccc(/C=C/C(=O)OCC(=O)c2ccc3c(c2)NC(=O)CO3)o1,18.2%
CCOC(=O)C1=C(C)NC(C)=C(C(=O)OCC)C1c1ccncc1,1.4%
COc1cc(C#Cc2c(-c3cncn3C)n(C)c3ccc(Br)cc23)cc(OC)c1,10.6%
COc1ccc(C(=O)NCCc2ccccn2)cc1S(=O)(=O)Nc1ccc(Br)cc1,4.3%
O=C(C[C@@H]1C/C=C\CCCC(=O)OC[C@@H]2CCCN2C1=O)NCCO,6.1%
C=CCn1c(SCC(=O)N2CCN(C(=O)OCC)CC2)nc2c([nH]c3ccccc32)c1=O,18.2%
Cc1nccn1CC(=O)c1ccc(O)c(O)c1,10.2%
CN1C(=O)[C@H]2[C@@H](c3ccc(C(F)(F)F)cc3)N[C@]3(CCCN(Cc4ccc(F)cc4)C3=O)[C@H]2C1=O,9.5%
O=C(CN1C(=O)/C(=C2/SC(=S)N(CCS(=O)(=O)O)C2=O)c2ccccc21)Nc1cccc(Br)c1,22.6%
CCOCc1c(C(=O)OCC(=O)NCc2ccc(F)cc2)oc2ccccc12,5.1%
O=S(=O)(NC1CCCC1)c1ccc(F)cc1F,20.2%

(more compounds)
Molecule,MgcRacGAP inhibition
CC(C)N(Cc1ccccc1)C(=O)CN1C(=O)NC2(CCCC2)C1=O,-0.7%
COc1ccc(CNC(=O)Cn2ccc(NC(=O)OCc3ccccc3)nc2=O)cc1,13.6%
CCCCCCCCCCCCCCCC(=O)Nc1ccn(C2OC(CO)C(O)C2O)c(=O)n1 (centres undefined),-1.1%
CN(CC(=O)Nc1c(Cl)cccc1Cl)C(=O)CNC(=O)c1ccco1,3.6%
COc1ccc(C2=NOC(Cn3nc(-c4ccccc4)cc3C(=O)O)C2)cc1 (centres undefined),3.6%
Cc1onc(-c2ccccc2)c1C(=O)NC1CCCCC1C (centres undefined),12.5%
N#CC1(Nc2ccc(C(=O)O)cc2)CCCC1,-0.5%
COc1ccc(CC(=O)Nc2ccc(S(=O)(=O)Nc3cc(C)nc(C)n3)cc2)cc1OC,16.0%
O=C(c1ccccc1Cl)N1CCN(C(=O)C2CCCO2)CC1 (centres undefined),10.9%
CC(C#N)(NC(=O)CN1CCN(S(=O)(=O)c2ccccc2C#N)CC1)C1CC1 (centres undefined),0.1%
O=C(CN1CCN(C(=O)c2ccco2)CC1)Nc1ccc2c(c1)OCO2,10.1%
C[C@H]1CN([C@@H](C)CO)C(=O)CCCn2nncc2CO[C@@H]1CN(C)S(=O)(=O)c1cccc(C#N)c1,7.7%
O=C(NCCOc1ccccc1Cl)c1cccc2c1C(=O)c1ccc(Cl)cc1S2(=O)=O,4.0%
O=Cc1c[nH]c2cccc(OCc3ccccc3)c12,2.6%
O=C1CCCCCN1C(=O)c1ccccc1,-5.7%
COc1ccc(CC(=O)Nc2ccc(S(=O)(=O)N3CCC(C)CC3)cc2)c(OC)c1,3.4%
O=S(=O)(O)c1cc(Cl)cc(N=Nc2ccc(O)cc2O)c1O,83.7µM*
CNS(=O)(=O)c1cccc(C(=O)OCC(=O)NC2CCCC(C)C2C)c1 (centres undefined),-1.3%
CC1(C)CC(=O)C=C(c2ccc(COC(=O)C(c3ccccc3)c3ccccc3)cc2)C1=O,7.1%
COc1ccc([C@H]2CC(=O)C=C(c3cccc(C#N)c3)C2)cc1,6.7%
C[C@H](CO)N1C[C@H](C)[C@@H](CN(C)C(=O)c2cnccn2)Oc2ncc(Br)cc2C1=O,19.7%
Cc1ccc(NC(=O)CSc2ccc(S(=O)(=O)N3CCCC3)cn2)cc1F,4.2%
Cc1cccc(C(C#N)c2nc3ccccc3nc2C(F)(F)F)c1 (centres undefined),-1.8%
CNC[C@H]1Oc2c(NS(=O)(=O)c3ccccc3)cccc2C(=O)N([C@H](C)CO)C[C@@H]1C,7.8%
COc1ccc(CNC(=O)O[C@H]2Cn3c(=O)ccc(=O)n3[C@@H]3CN(S(=O)(=O)c4ccc(C)cc4)C[C@]23O)cc1OC,14.6%
O=c1[nH]c(=O)n2c(c1-c1ccccc1)OC(CBr)C2 (centres undefined),2.8%
C[C@H](CO)N1C[C@H](C)[C@@H](CN(C)S(=O)(=O)c2ccc(F)cc2)Oc2ccc(NS(=O)(=O)c3ccccc3)cc2C1=O,6.3%
CCOC(=O)c1c(C)[nH]c(C(C)=NNC(=O)c2cccs2)c1C,4.3%
COCOCCn1cc(CN2CCS(=O)(=O)N(Cc3ccc(-c4cccc(CO)c4)cc3)C(C(C)C)C2=O)nn1 (centres undefined),10.2%
COc1ccc(-c2noc(CN(C)S(=O)(=O)c3ccccc3)n2)cc1OC,3.0%

Structures listed so far that have an aryl thioether with sulfur outside any ring:
Molecule,MgcRacGAP inhibition
CSc1cc(SC)ncn1,1.8%
CC(C)CN(C(=O)COC(=O)CSc1ccc(Br)cc1)C1CCS(=O)(=O)C1 (centres undefined),4.8%
Cn1c(N)c(C(=O)CSc2nc(C3CC3)n(-c3ccccc3)n2)c(=O)n(C)c1=O,5.9%
COCCn1c(SCC(=O)NC(=O)NC2CCCCC2)nc2ccccc2c1=O,8.6%
Cc1cc(C)n2c(SCC(=O)Nc3cccc(S(N)(=O)=O)c3)nnc2n1,6.0%
C=CCn1c(SCC(=O)N2CCN(C(=O)OCC)CC2)nc2c([nH]c3ccccc32)c1=O,18.2%
Cc1ccc(NC(=O)CSc2ccc(S(=O)(=O)N3CCCC3)cn2)cc1F,4.2%

More entries follow:
Molecule,MgcRacGAP inhibition
Cc1ccc(S(=O)(=O)N2CCN(C(=O)CSCc3ccc(C(C)C)cc3)CC2)cc1,2.5%
O=C(NCCN1CCOCC1)c1cccc2c1C(=O)c1ccc(N3CCCC3)cc1S2(=O)=O,7.8%
Cc1ccc(S(=O)(=O)N2CCCCC2)cc1NC(=O)COC(=O)CN1C(=O)NC2(CC(C)CC(C)(C)C2)C1=O (centres undefined),4.3%
C/C(=C\C(=O)c1ccc(Cl)cc1)Nc1ccc(Br)cc1,8.3%
Cc1ccc(S(=O)(=O)NCC(=O)OC(C)C(=O)NCc2ccc3c(c2)OCO3)cc1 (centres undefined),4.7%
O=C(COC(=O)C12CC3CC(CC(C3)C1)C2)NCc1ccccc1,5.2%
N#Cc1c(N)nc2c(c1-c1ccco1)CCCCC2,-1.8%
CSc1ncnc2c1ncn2CCCNCc1ccco1,10.0%
Cc1cccc(NC(=O)CNC(=O)C(NC(=O)Cc2ccccc2)C(C)C)c1C (centres undefined),-1.4%
CN(Cc1ccccc1)C(=O)c1cccc(NC(=O)Cc2ccc(NC(=O)C3CCCN(C(=O)C4CCCC4)C3)cc2)c1 (centres undefined),9.8%
C=CCC[C@@H](Cc1ccc(F)cc1)C(=O)OC[C@H](Cc1c[nH]c2ccccc12)NC(=O)[C@@H](CC=C)CC(=O)NCCO,8.9%
CC(=O)Nc1ccc(C(=O)COC(=O)c2cc(C)oc2C)c(F)c1,-4.2%
COc1cc(C(=O)NNC(=O)c2ccccc2OCc2c(C)noc2C)cc(OC)c1OC,5.8%
O=C(Cc1cccc(NC(=O)C2CCN(C(=O)C3CCCC3)CC2)c1)Nc1cccc(C(=O)N2CCCCC2)c1,5.5%
CC(OC(=O)c1ccc2c(c1)OCO2)C(=O)NC1CCCCC1C (centres undefined),3.0%
COc1ccccc1C(=O)OCC(=O)Nc1cccc(S(=O)(=O)N2CCCC2)c1,2.5%
Cc1cc(C)c(NS(=O)(=O)c2ccccc2)c(C)n1,1.6%
O=C(NNC(=O)C1CCC1)c1cccc(Cl)c1,1.6%
CCCOc1ccc(C2=CC(=O)C[C@H](c3ccc(OC)cc3)C2)cc1,3.2%
CC(Sc1ccc(Cl)cc1)C(=O)NNC(=O)c1ccncc1 (centres undefined),2.0%
CC1CN(C(C)C)C(=S)NC1=O (centres undefined),3.0%
COc1cc(N)c(Cl)cc1C(=O)OCC(=O)Nc1ccc(N2CCOCC2)cc1,3.5%
CN(c1ccccc1)S(=O)(=O)c1cccc(NC(=O)c2ccc(=O)[nH]c2)c1,7.8%
COc1cccc(C#Cc2c(CO)[nH]c3ccccc23)c1,6.4%

Screening results deposited in PubChem BioAssay by Southern Research Specialized Biocontainment Screening Center.

These rows are one share of the data; the hit share may differ from the screen's.
